Screens (PubChem BioAssay)
MsrA inhibitor: inhibitors of bovine MsrA. purified bovine MsrA, absorbance read-out. inhibition, % at 15.5 µM. 360,000 tested, 0.75% active. AID 651718; in the data active = inhibition above about 4.5%;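 note: 0% = vehicle wells with enzyme and 100% = reference inhibitor wells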
CSN inh: CSN deneddylation inhibition; 360,000 tested, 0.38% active; Purified CSN, SCF-Nedd8-OG deneddylation, fluorescence polarization; inhibition, % at 12.5 µM; Q92905;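 active = pattern-corrected inhibition above about 35%, with an unprinted fluorescence ratio check between 0.5 and 1.5, limit read from the data, passing the limit was not always enough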;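 note: 0% = enzyme with substrate and 100% = substrate without enzyme; some results filed as inactive read as strong as hits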
Target sequence (Q92905 whole entry, looked up, one chain of several): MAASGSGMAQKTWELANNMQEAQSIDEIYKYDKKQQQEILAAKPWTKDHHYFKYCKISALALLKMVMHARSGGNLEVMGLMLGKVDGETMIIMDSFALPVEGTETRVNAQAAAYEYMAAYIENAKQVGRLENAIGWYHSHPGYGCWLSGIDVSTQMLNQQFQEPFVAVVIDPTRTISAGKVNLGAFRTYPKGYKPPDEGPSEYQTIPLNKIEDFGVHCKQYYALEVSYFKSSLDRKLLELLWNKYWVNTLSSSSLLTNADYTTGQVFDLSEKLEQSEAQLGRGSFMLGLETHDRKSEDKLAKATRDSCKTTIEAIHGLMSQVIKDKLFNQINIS
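Assay system: Purified human Csn5 enzyme expressed in HEK293T cells | Amount: Enzyme 0.24 nM | Measured by: Fluorescence polarization readout | Medium: Tris/NaCl/DTT buffer, pH 7.5 | Compound dosing: One concentration, 12.5 µM, 0.25% DMSO | Times: 90 min incubation of compound, enzyme and substrate at room temperature | Control set: no-enzyme wells high, enzyme-with-substrate wells low | Read-out: % inhibition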
TbMetRS inhib: blocks T. brucei methionyl-tRNA synthetase activity | purified T. brucei MetRS, ATP depletion, Kinase-Glo luminescence | inhibition, % at 11.9 µM | 360,000 tested, 0.4% active;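 active = inhibition above a per-plate cutoff of the control wells' mean inhibition plus 3 SD, cut at about 5.5% in these data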;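 note: 0% = DMSO wells median and 100% = median of wells with control inhibitor compound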
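Measured by: Kinase-Glo luciferase luminescence reporting remaining unconsumed ATP. Material: purified T. brucei MetRS enzyme. Doses: 11.9 µM compound single dose, 0.9% DMSO. Medium: HEPES buffer containing pyrophosphatase, BSA, spermine, DTT. Times: 15 min preincubation, 2 h reaction, all 25 °C. Reagent: methionine, ATP and bulk E. coli tRNA.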
SUMO1-SIM PPI: modulators of human SUMO1-mediated protein-protein interactions. SUMO1 binding to a labelled peptide, TR-FRET, 1 h. inhibition, % at 20 µM. 360,000 tested, 0.33% active. AID 602429; in the data active = inhibition above about 37%
LMPTP inh: LMPTP (human) inhibition; P24666; recombinant LMPTP-A, OMFP fluorogenic substrate, fluorescence intensity; inhibition, % at 20 µM; 360,000 tested, 0.22% active; AID 651560;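 active = compounds that cut the enzyme signal by at least half of the control window in the single-dose screen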;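 note: plate controls were DMSO wells with enzyme plus substrate for no effect and substrate without enzyme for full effect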
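material = LMPTP-A | quantity = 0.625 nM enzyme | reagent = OMFP substrate, 400 µM final | buffer or medium = Bis-Tris pH 6.0, DTT, detergent | detection = endpoint fluorescence intensity from OMFP dephosphorylation | dosing = single 20 µM dose | read-out basis = % inhibition relative to no-enzyme and uninhibited control wells | control set = no-enzyme and uninhibited controls | timing = 50 min at room temperature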
STEP block: blocks human striatal-enriched tyrosine phosphatase; inhibition, % at 20 µM; P54829; 360,000 tested, 0.25% active; recombinant STEP, OMFP fluorogenic substrate, fluorescence;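 active = inhibition at 20 µM, scaled per plate between control wells, above about 37%, limit read from the data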;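 note: 0% = DMSO with enzyme and substrate and 100% = substrate only without enzyme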
Target sequence (P54829 whole entry, looked up): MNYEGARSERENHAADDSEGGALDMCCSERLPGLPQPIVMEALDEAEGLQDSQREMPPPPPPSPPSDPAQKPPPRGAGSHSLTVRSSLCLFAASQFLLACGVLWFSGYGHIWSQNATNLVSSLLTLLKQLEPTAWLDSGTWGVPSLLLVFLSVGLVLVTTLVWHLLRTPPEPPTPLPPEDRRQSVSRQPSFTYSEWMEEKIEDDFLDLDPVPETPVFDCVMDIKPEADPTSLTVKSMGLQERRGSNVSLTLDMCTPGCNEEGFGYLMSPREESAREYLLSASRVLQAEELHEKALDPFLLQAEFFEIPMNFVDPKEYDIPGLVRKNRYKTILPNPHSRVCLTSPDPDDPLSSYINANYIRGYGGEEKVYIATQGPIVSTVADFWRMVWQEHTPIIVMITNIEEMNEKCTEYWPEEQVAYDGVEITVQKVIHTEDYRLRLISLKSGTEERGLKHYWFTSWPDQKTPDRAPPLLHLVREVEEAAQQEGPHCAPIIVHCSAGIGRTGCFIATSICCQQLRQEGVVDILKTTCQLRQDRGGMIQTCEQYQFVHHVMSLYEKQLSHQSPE
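material = STEP tyrosine phosphatase | reagent = fluorogenic phosphatase substrate OMFP at 25 µM final | doses = single compound dose of 20 µM, 1% DMSO final | schedule = 20 min reaction, room temperature, in the dark | measured by = fluorescence, 480/540 nm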
NadD inh: blocks S. aureus nicotinate mononucleotide adenylyltransferase; purified NadD enzyme, colorimetric absorbance read-out; 360,000 tested, 0.78% active; inhibition, % at 20 µM; AID 602399; in the data active = inhibition above about 26%; note: some compounds past the cut are filed as inactive
DNMT1 inh: blocks human DNA methyltransferase DNMT1. P26358. DNMT1 molecular beacon, Hinp1I cleavage, fluorescence. inhibition (reported as % activation of signal), % at 10 µM. 360,000 tested, 0.83% active. AID 588458; in the data active = inhibition above about 50%
Rpn11 block: blocks the human proteasome subunit Rpn11; O00487; human 26S proteasome, Ub4-pepOG fluorescence polarization; 20S core pre-blocked with epoxomicin; calls only at 20 µM; 360,000 tested, 0.59% active; AID 588493;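 active = inhibition at 20 µM, scaled to each plate's controls, above about 33%, limit read from the data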
Scp1 inh: Scp-1 (human) phosphatase inhibition. 340,000 tested, 0.88% active. inhibition, % at 20 µM. Recombinant Scp1, phosphopeptide, malachite green phosphate absorbance. Q9GZU7;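 active = inhibition above about 50% at 20 µM, limit read from the data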;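 note: plate controls were DMSO wells with enzyme for no effect and wells lacking enzyme for full effect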
Target sequence (Q9GZU7 76-261 limits assumed): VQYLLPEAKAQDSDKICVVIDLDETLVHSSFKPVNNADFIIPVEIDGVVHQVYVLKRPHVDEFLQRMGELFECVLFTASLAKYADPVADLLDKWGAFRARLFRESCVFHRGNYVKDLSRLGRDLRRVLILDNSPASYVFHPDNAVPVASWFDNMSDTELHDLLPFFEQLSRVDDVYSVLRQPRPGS
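Test system: SCP-1 phosphatase catalytic domain, residues 76-261 | Compound dosing: One concentration, 20 µM, with 1.0% DMSO | Schedule: 45 min room-temperature reaction, 5 min colour, 30 min stabiliser | Detection: Absorbance at 630 nm | Read-out basis: % inhibition of SCP-1 phosphate liberation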
Starred values were filed as active, the others as inactive.

What do the screens show for `CCOC(=O)C1=C(C)N(C)C(=O)NC1c1ccc(C)s1` (configuration not stated)?
MsrA inhibitor: -0.4; CSN inh: -6.3; TbMetRS inhib: -0.3; SUMO1-SIM PPI: 1.9; LMPTP inh: -1.3; STEP block: 4.5; NadD inh: -3.5; DNMT1 inh: 1.8; Rpn11 block: inactive; Scp1 inh: -4.0

What do the screens show for `O=c1cc(CSc2nnc(COc3ccccc3Cl)o2)nc2sccn12`?
MsrA inhibitor: 1.5; CSN inh: -2.8; TbMetRS inhib: -0.3; SUMO1-SIM PPI: 5.4; LMPTP inh: 0.4; STEP block: 5.2; NadD inh: 3.2; DNMT1 inh: 16.5; Rpn11 block: inactive; Scp1 inh: -8.0

Results for CCOP(=O)(c1ccccc1)C(O)c1ccccc1 (configuration not stated) ?
MsrA inhibitor: 0.2; CSN inh: -1.1; TbMetRS inhib: 0.3; SUMO1-SIM PPI: 0.7; LMPTP inh: -1.6; STEP block: -2.8; NadD inh: -0.1; DNMT1 inh: 4.5; Rpn11 block: inactive; Scp1 inh: -2.3

What do the screens show for `Brc1cccc2sc(N3CCCC3)nc12`?
MsrA inhibitor: -0.3; CSN inh: 6.8; TbMetRS inhib: -0.8; SUMO1-SIM PPI: 1.3; LMPTP inh: 0.8; STEP block: -2.4; NadD inh: -0.7; DNMT1 inh: 2.2; Rpn11 block: inactive; Scp1 inh: -10.6

How did COc1ccc(CN2CCN(C(=O)c3cc(OC)c(OC)c(OC)c3)CC2)cc1OC do in these assays?
CSN inh: -5.8; TbMetRS inhib: -0.7; SUMO1-SIM PPI: 0.5; LMPTP inh: -0.8; STEP block: -1.0; NadD inh: 0.0; DNMT1 inh: 1.1; Rpn11 block: inactive; Scp1 inh: -6.2

What do the screens show for `CC(=O)C(Sc1ncnc2sc3c(c12)CCCC3)C(C)=O`?
MsrA inhibitor: -0.2; CSN inh: 2.4; TbMetRS inhib: -0.5; SUMO1-SIM PPI: 0.0; LMPTP inh: 2.7; STEP block: 3.9; NadD inh: 5.3; DNMT1 inh: -0.9; Rpn11 block: inactive; Scp1 inh: -3.7

How did Cc1ccccc1NC(=S)NNC(=O)c1cccnc1 do in these assays?
MsrA inhibitor: -1.2; CSN inh: 2.8; TbMetRS inhib: -0.3; SUMO1-SIM PPI: 0.3; LMPTP inh: -1.6; STEP block: 6.4; NadD inh: 4.0; DNMT1 inh: 0.5; Rpn11 block: inactive; Scp1 inh: -5.2

How did O=c1[nH][nH]c(-c2ccccc2)c1C=Nc1ccccc1 do in these assays?
MsrA inhibitor: 0.0; CSN inh: 0.7; TbMetRS inhib: -0.5; SUMO1-SIM PPI: -12.6; LMPTP inh: -0.4; STEP block: 0.0; NadD inh: -3.9; DNMT1 inh: 0.0; Rpn11 block: inactive; Scp1 inh: -6.7

Results for O=C(CSc1n[nH]c(-c2cc(Cl)ccc2Cl)n1)NCCN1C(=O)CSC1=O ?
MsrA inhibitor: -0.9; CSN inh: -6.7; TbMetRS inhib: -0.7; SUMO1-SIM PPI: 1.9; LMPTP inh: -1.3; STEP block: -1.5; NadD inh: 5.1; DNMT1 inh: 0.6; Rpn11 block: inactive; Scp1 inh: 5.5

Results for CC(NC(=O)COC(=O)/C=C/c1ccc(Cl)cc1)c1ccccc1 (configuration not stated) ?
MsrA inhibitor: 1.3; CSN inh: -12.3; TbMetRS inhib: -0.2; SUMO1-SIM PPI: -2.0; LMPTP inh: -0.9; STEP block: 0.6; NadD inh: 4.4; DNMT1 inh: 4.7; Rpn11 block: inactive; Scp1 inh: -1.4

How did N#CCSc1ncnc2c1cnn2CCO do in these assays?
MsrA inhibitor: -0.1; CSN inh: 1.8; TbMetRS inhib: 0.3; SUMO1-SIM PPI: -2.6; LMPTP inh: -0.3; STEP block: -2.9; NadD inh: 5.3; DNMT1 inh: 1.0; Rpn11 block: inactive; Scp1 inh: -2.2

How did COc1ccc(CCNC(=O)CC2Nc3ccccc3NC2=O)cc1 (configuration not stated) do in these assays?
MsrA inhibitor: 1.4; CSN inh: 6.3; TbMetRS inhib: -0.8; SUMO1-SIM PPI: -4.0; LMPTP inh: 1.0; STEP block: 0.5; NadD inh: 2.6; DNMT1 inh: -8.0; Rpn11 block: inactive; Scp1 inh: -5.5

What do the screens show for `CCC1(C)Cc2c(sc3c2c(=O)n(C)c2nnc(SCCc4ccccc4)n32)CO1` (configuration not stated)?
MsrA inhibitor: -1.0; CSN inh: 0.1; TbMetRS inhib: -0.5; SUMO1-SIM PPI: 3.1; LMPTP inh: -0.7; STEP block: -0.5; NadD inh: -2.3; DNMT1 inh: 2.0; Rpn11 block: inactive; Scp1 inh: 20.3

What do the screens show for `Nc1nc2c(-c3ccc(Br)cc3)nnn2c2ccccc12`?
MsrA inhibitor: 0.7; CSN inh: -2.1; TbMetRS inhib: -0.4; SUMO1-SIM PPI: 14.8; LMPTP inh: 1.7; STEP block: -1.1; NadD inh: 2.5; DNMT1 inh: 26.5; Rpn11 block: inactive; Scp1 inh: -6.8

Results for Cc1cccc(C)c1NC(=O)CNC(=O)C(C)NC(C)c1ccccc1Br (configuration not stated) ?
MsrA inhibitor: -0.3; CSN inh: 0.1; TbMetRS inhib: -0.3; SUMO1-SIM PPI: -1.7; LMPTP inh: -1.0; STEP block: 3.2; NadD inh: 0.5; DNMT1 inh: 3.7; Rpn11 block: inactive; Scp1 inh: 4.8

What do the screens show for `COc1cc(NC(=O)Cn2cnc3c(NCc4ccccc4)ncnc32)cc(OC)c1OC`?
MsrA inhibitor: 0.2; CSN inh: -1.5; TbMetRS inhib: -0.7; SUMO1-SIM PPI: -2.3; LMPTP inh: 0.3; STEP block: -1.1; NadD inh: 1.7; DNMT1 inh: -1.1; Rpn11 block: inactive; Scp1 inh: -4.0

Results for O=C(Nc1c2c(nc3ccccc13)CCCC2)c1cccc([N+](=O)[O-])c1 ?
MsrA inhibitor: -0.9; CSN inh: -6.6; TbMetRS inhib: 0.4; SUMO1-SIM PPI: -8.8; LMPTP inh: 0.5; STEP block: -1.8; NadD inh: -0.9; DNMT1 inh: 1.4; Rpn11 block: inactive; Scp1 inh: -1.0

What do the screens show for `CCc1ccc(N2C(=O)c3ccc4c5c(ccc(c35)C2=O)CC4)cc1`?
MsrA inhibitor: -0.8; CSN inh: 4.8; TbMetRS inhib: 0.1; SUMO1-SIM PPI: -9.6; LMPTP inh: 23.6; STEP block: 0.5; NadD inh: 4.5; DNMT1 inh: 39.6; Rpn11 block: inactive; Scp1 inh: 36.1

Results for Cc1noc(C)c1CSCC(=O)NCCN1C(=O)S/C(=C\c2ccccc2F)C1=O ?
MsrA inhibitor: 3.4; CSN inh: 0.3; TbMetRS inhib: -0.1; SUMO1-SIM PPI: -26.1; LMPTP inh: 0.3; STEP block: 1.1; NadD inh: -0.1; DNMT1 inh: 1.1; Rpn11 block: inactive; Scp1 inh: -4.7

What do the screens show for `CC(C)c1ccc(-c2csc(NC(=O)c3cccs3)c2C(=O)O)cc1`?
MsrA inhibitor: 2.0; CSN inh: 5.4; TbMetRS inhib: -0.2; SUMO1-SIM PPI: 2.7; LMPTP inh: -0.1; STEP block: 4.5; NadD inh: -7.6; DNMT1 inh: 1.5; Rpn11 block: inactive; Scp1 inh: -13.9

The closing two records of the part before are carried over, then new ones follow:
Results for Cc1noc(C)c1CSCC(=O)NCCN1C(=O)S/C(=C\c2ccccc2F)C1=O ?
MsrA inhibitor: 3.4; CSN inh: 0.3; TbMetRS inhib: -0.1; SUMO1-SIM PPI: -26.1; LMPTP inh: 0.3; STEP block: 1.1; NadD inh: -0.1; DNMT1 inh: 1.1; Rpn11 block: inactive; Scp1 inh: -4.7

What do the screens show for `CC(C)c1ccc(-c2csc(NC(=O)c3cccs3)c2C(=O)O)cc1`?
MsrA inhibitor: 2.0; CSN inh: 5.4; TbMetRS inhib: -0.2; SUMO1-SIM PPI: 2.7; LMPTP inh: -0.1; STEP block: 4.5; NadD inh: -7.6; DNMT1 inh: 1.5; Rpn11 block: inactive; Scp1 inh: -13.9

Results for CCC(CC)C(=O)Nc1cc(C(=O)OC)cc(C(=O)OC)c1 ?
MsrA inhibitor: 0.6; CSN inh: -0.7; TbMetRS inhib: -0.3; SUMO1-SIM PPI: 1.9; LMPTP inh: -0.2; STEP block: -0.6; NadD inh: -5.8; DNMT1 inh: 1.3; Rpn11 block: inactive; Scp1 inh: -5.2

How did CCOc1ccc(N2CC(C(=O)N3CCCc4ccccc43)CC2=O)cc1 (configuration not stated) do in these assays?
MsrA inhibitor: 1.5; CSN inh: -0.7; TbMetRS inhib: -0.1; SUMO1-SIM PPI: -0.6; LMPTP inh: 0.7; STEP block: -0.7; NadD inh: 4.0; DNMT1 inh: -2.7; Rpn11 block: inactive; Scp1 inh: -3.8

Results for CCn1c(C(=O)N2CCC(Cc3ccccc3)CC2)cc2sccc21 ?
MsrA inhibitor: -0.1; CSN inh: -3.1; TbMetRS inhib: -0.2; SUMO1-SIM PPI: 0.2; LMPTP inh: 1.7; STEP block: 2.9; NadD inh: -3.3; DNMT1 inh: 19.2; Rpn11 block: inactive; Scp1 inh: -9.7

Results for CC(C)(C)C(=O)N1CCN(c2ccc([N+](=O)[O-])c(-n3nc(-c4ccccc4)c4ccccc4c3=O)c2)CC1 ?
MsrA inhibitor: 2.4; CSN inh: -2.7; TbMetRS inhib: -0.1; SUMO1-SIM PPI: -9.4; LMPTP inh: 3.6; STEP block: 2.3; NadD inh: 3.5; DNMT1 inh: -9.9; Rpn11 block: inactive; Scp1 inh: -12.6

How did CCn1c(C)[n+](CC(O)COCC2CC=CCC2)c2ccccc21 (configuration not stated) do in these assays?
MsrA inhibitor: 0.5; CSN inh: 0.4; TbMetRS inhib: -0.2; SUMO1-SIM PPI: -0.3; LMPTP inh: -0.3; STEP block: -3.0; NadD inh: 16.5; DNMT1 inh: -1.1; Rpn11 block: inactive; Scp1 inh: 86.5*

Results for COc1ccc(Nc2nc(N)nc(CSC(=S)N3CCCCC3C)n2)cc1 (configuration not stated) ?
MsrA inhibitor: -2.1; CSN inh: -0.3; TbMetRS inhib: -0.3; SUMO1-SIM PPI: 11.9; LMPTP inh: 3.1; STEP block: 1.8; NadD inh: 8.1; DNMT1 inh: -3.9; Rpn11 block: inactive; Scp1 inh: -0.8

How did O=C(c1[nH]ncc1-c1ccccc1)C1CO1 (configuration not stated) do in these assays?
MsrA inhibitor: -0.8; CSN inh: -5.2; TbMetRS inhib: -0.4; SUMO1-SIM PPI: 0.9; LMPTP inh: -1.3; STEP block: -3.2; NadD inh: -1.5; DNMT1 inh: 0.5; Rpn11 block: inactive; Scp1 inh: -10.8
